TRHR enhancer = allosterically enhances the human TRH receptor; 0.66% of 360,000 active; TRHR cells, fluo-8 calcium fluorescence, EC20 TRH enhancement; AID 493056; P34981; enhancement, % at 2 µM; in the data active means enhancement above about 30%; further: 0% is about no effect
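TRHR-expressing cells loaded with fluo-8 calcium dye were read kinetically (ex 480/em 530) during compound addition, then stimulated with an EC20 of TRH (10 nM final). Enhancement of the Gq-mediated intracellular calcium response was scored.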
D1 antag = human D1 dopamine receptor antagonism; P21728; HEK293 TREx D1 cells, calcium flux, dopamine EC80; active compounds read low; activity change, negative = inhibition, % at 10 µM; 3.2% of 360,000 active; in the data active means activity change below about -30%; further: on the % scale 0 is the no-effect control and ±100 the full control effect
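Cells carrying a force-coupled, tetracycline-inducible human D1 receptor report calcium flux. Each well gets a 10 s baseline, compound with 180 s monitoring, then an EC80 dopamine stimulus with a second 180 s kinetic read.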
D1 ag = activates the human D1 dopamine receptor | P21728 | HEK293 T-REx D1 cells, calcium flux, agonist mode | activation, % at 2 µM | 1% of 360,000 active | AID 504660; further: 0% is about no effect
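Agonism was scored from calcium flux recorded over 180 s (1 read/s) after pintool compound addition, following a 10-cycle baseline. Cells were inducible force-coupled HEK293 TREx D1, plated overnight at 30 C and loaded with no-wash calcium dye.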
D1 potentiator = human D1 dopamine receptor positive modulation. P21728. HEK293 TREx D1 cells, calcium flux, dopamine EC20 potentiation. potentiation, % at 10 µM. 0.036% of 360,000 active. AID 504651; in the data active means potentiation above about 30%; further: 0% is about no effect
D2 antag = antagonists of human D2 dopamine receptor; HEK293 TREx D2 cells, calcium flux, dopamine EC80; inhibition, % at 10 µM; 2% of 340,000 active; AID 485344; P14416; in the data active means inhibition above about 30%; further: 0% is about no effect
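Dopamine at EC80 is the agonist stimulus; test compounds precede it by 180 s. Calcium flux read kinetically in a force-coupled, inducible HEK293 T-REx D2 cell line.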
D2 potentiator = D2 dopamine receptor (human) potentiation; potentiation, % at 10 µM; 0.34% of 340,000 active; HEK293 T-REx D2, calcium flux, EC20 dopamine potentiation; P14416;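 active means potentiation over 3 SD above the plate norm, cut at about 30% in these data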; further: 0% is about no effect
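Calcium flux readout, no-wash dye, 1 read/s. Inducible HEK293 Trex D2 line, overnight 30 C. Compound alone 180 s (agonist flags), then EC20 dopamine, another 180 s to score potentiation.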
D2 agonist = agonists of human D2 dopamine receptor | HEK293 T-REx D2 cells, calcium flux agonist mode | activation, % at 2 µM | 0.53% of 340,000 active;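 active means activation over 3 SD above normal in the single-dose calcium agonist read, cut at about 30% in these data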; further: 0% is about no effect
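Agonism is scored from calcium flux in a force-coupled, inducible HEK293 cell line expressing D2, read kinetically for 180 s after compound addition against dopamine controls.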
RXFP1 antag = blocks the human relaxin receptor RXFP1. HEK293-RXFP1, relaxin-stimulated cAMP HTRF, 30 min; active compounds read low. Q9HBX9. activity change, negative = inhibition, % at 57.5 µM. 0.59% of 350,000 active;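 active means activity change of -60% or lower, but not beyond a set lower limit; inconclusive means change between -60% and -40%, or beyond the set limit; inactive means change above -40%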; further: on the % scale 0 is the no-effect control and ±100 the full control effect
Target sequence (Q9HBX9 whole entry, looked up): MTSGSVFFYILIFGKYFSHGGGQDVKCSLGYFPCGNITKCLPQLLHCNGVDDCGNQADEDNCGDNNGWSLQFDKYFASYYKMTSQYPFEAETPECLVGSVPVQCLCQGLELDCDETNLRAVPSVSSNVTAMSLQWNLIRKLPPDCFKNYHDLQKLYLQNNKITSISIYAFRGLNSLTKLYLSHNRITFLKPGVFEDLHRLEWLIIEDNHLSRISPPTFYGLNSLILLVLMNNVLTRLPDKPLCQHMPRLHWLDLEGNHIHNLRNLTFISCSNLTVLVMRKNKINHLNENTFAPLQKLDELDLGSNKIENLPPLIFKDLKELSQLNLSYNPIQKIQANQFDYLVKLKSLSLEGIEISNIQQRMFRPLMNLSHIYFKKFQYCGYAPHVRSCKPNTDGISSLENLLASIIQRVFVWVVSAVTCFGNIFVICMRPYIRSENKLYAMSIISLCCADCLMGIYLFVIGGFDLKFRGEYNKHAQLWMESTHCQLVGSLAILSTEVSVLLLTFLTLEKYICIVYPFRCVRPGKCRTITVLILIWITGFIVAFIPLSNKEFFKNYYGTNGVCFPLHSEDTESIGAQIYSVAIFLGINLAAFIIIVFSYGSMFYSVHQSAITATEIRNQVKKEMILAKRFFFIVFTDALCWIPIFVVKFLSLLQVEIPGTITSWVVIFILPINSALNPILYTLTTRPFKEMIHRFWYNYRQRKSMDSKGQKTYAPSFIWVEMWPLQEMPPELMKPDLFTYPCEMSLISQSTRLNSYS
TRHR agonist = agonists of human TRH receptor. activation, % at 2 µM. TRHR cells, calcium flux fluo-8, FDSS agonist mode. AID 493084. 0.18% of 360,000 active; further: 0% is about no effect
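In this calcium-flux screen, cells bearing human TRHR are dye-loaded with fluo-8, baselined for 10 cycles, then exposed to library compounds; positive kinetic calcium responses during the agonist phase mark hits, with TRH as control.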
* = called active by the depositor; ? = inconclusive; · = not tested or not shown; & = joins results of further samples; ! = repeats disagree. Unless noted, no stated cut-off is given here; in the data, active means activation above about 30%; inactive means the rest.

Fields: D2 potentiator	RXFP1 antag	D1 potentiator	D2 agonist	TRHR agonist	D1 antag	TRHR enhancer	D2 antag	D1 ag
S=C(NCc1cccs1)Nc1cc(Cl)cc(Cl)c1
→ 0	-39	-5	0.6	-0.9	-12	-10	-4	19
Cc1n[nH]c(C)c1CCC(=O)N/N=C/C=C/c1ccccc1
→ 0	21	-6	-0.6	0.4	0	2	-21	1
CN(C(=O)CS(=O)(=O)c1cn(CC(=O)N2CCCCC2)c2ccccc12)c1ccccc1
→ 2	-9	7	0.2	-0.3	10	-1	-16	7
Cc1ccc(/C=C/S(=O)(=O)Nc2ccc(C)cc2)cc1
→ 2	2	-2	2.1	-0.5	4	1	-4	3
Cc1oc(-c2ccccc2F)nc1Cn1c(SCc2ccccc2F)nc2ccncc21
→ 3	·	0	0.1	0.2	2	3	·	4
COc1ccc(NCC(=O)N/N=C/C=C\c2ccccc2)cc1
→ -5	-5	-10	1.8	0.3	-18	-8	14	1
Cc1ccc(C)c(NC(=O)CSc2nc3ccc(N4C(=O)c5ccccc5C4=O)cc3s2)c1
→ 4	5	3	1.4	0.2	6	3	-10	3
COc1cc(S(=O)(=O)NCCc2ccc3c(c2)OCO3)ccc1-n1cnnn1
→ 3	1	-2	-1.4	0.4	-17	3	3	7
Cc1ccc(-n2nnc(-c3ccnc4ccccc34)n2)cc1
→ -4	·	-2	-0.1	-0.5	-4	-7	1	-4
Cc1ccc2c(CNCCc3ccccc3)c(C(=O)O)n(Cc3ccccc3C)c2c1
→ -11	10	3	0.9	-1.1	33	6	·	7
O=c1nc(N/N=C/c2ccco2)cn[nH]1
→ 10	-13	-9	0.2	-0.3	-16	0	-6	3
COc1ccc2c(C(=O)CN3CCN(CCO)CC3)c[nH]c2c1
→ -5	-2	-5	1.8	0.9	-2	7	10	2
CCN(CC)CCCNC1CCS(=O)(=O)C1 (stereo not drawn)
→ 3	-6	5	-0.3	0.6	-23	2	7	4
NC(=O)CCNC(=O)c1ccc(Cl)cc1
→ -1	1	-2	-0.2	0.7	12	10	-22	1
CN(CC(=O)Nc1c(Cl)cccc1Cl)C(=O)C1CCN(C(=O)Nc2ccccc2)CC1
→ -2	-3	5	-0.1	0.4	9	-5	-3	2
COc1ccccc1Nc1nc(C)nc(N)c1S(=O)(=O)c1ccccc1
→ -15	·	-2	-0.1	-2.2	1	-1	·	2
Cc1ccc(N(C)S(=O)(=O)c2cccc(C(=O)Nc3ccc(C)cn3)c2)cc1
→ 17	-8	4	-0.6	-0.5	-88*	2	-12	3
COc1cc(S(=O)(=O)N2CCOCC2)ccc1NC(=O)c1cc2c(s1)CCC2
→ -1	3	-5	-0.3	-0.3	-4	-2	-17	3
CSc1ccccc1C(=O)C1CCCN(C(=O)c2cc(C(C)C)no2)C1 (stereo not drawn)
→ 4	-6	0	0.4	0.0	-1	-7	7	1
Cc1c(Cl)cccc1NS(=O)(=O)c1c(C(=O)N2CCOCC2)c(C)n(C)c1C
→ -27	19	-6	0.0	-0.3	-2	-6	14	2
CCc1ccc(-c2cn3c(n2)sc2cc(C(=O)NCCc4ccc(OC)cc4OC)ccc23)cc1
→ 1	-4	0	0.6	0.0	0	0	·	0
CN(CCc1ccccn1)C(=O)CCC1CCCN(C(=O)c2ccccn2)C1 (stereo not drawn)
→ -7	-2	-4	1.5	0.7	8	-3	-1	1
CC1=Nn2c(nnc2C2CCCCC2)SC1
→ 5	15	-4	0.1	-1.7	39	-2	-20	3
CC(C)n1nc(C(=O)OCC(=O)N2CC(=O)Nc3ccccc32)c2ccccc2c1=O
→ -4	-11	-2	-0.1	-0.3	6	-5	3	0
O=C(O)c1ccc2ncsc2c1
→ -1	-10	-3	0.9	1.2	-12	8	5	2
O=C(COc1ccc2c3c(c(=O)oc2c1)CCCC3)NCc1cccnc1
→ 4	-3	1	0.3	-1.0	-11	17	5	1
O=C(NN=C1CCCCCC1)c1cc2ccccc2cc1O
→ 0	3	-5	·	0.7	3	-1	·	8
CN(C)/C=C/C(=O)/C=C/c1ccc(Cl)cc1Cl
→ ·	-23	-4	·	0.3	14	6	·	0
Cn1c(SCc2nc3ccccc3[nH]2)nnc1-c1ccccn1
→ 13	4	-7	0.5	-0.1	10	0	16	0
Cc1ccc(-c2cn3c(n2)sc2cc(C(=O)NC4CCCc5ccccc54)ccc23)cc1 (stereo not drawn)
→ -14	-8	0	2.0	-0.6	16	5	·	9

Next section.
Fields: D2 potentiator	RXFP1 antag	D1 potentiator	D2 agonist	TRHR agonist	D1 antag	TRHR enhancer	D2 antag	D1 ag
Cc1cccc(C)c1NC(=S)N1CCC(c2ccccc2)C1 (stereo not drawn)
→ 2	0	-1	0.3	0.5	7	49*	-3	1
CC(=O)c1cccc(NC(=O)CSCc2ccc(Br)cc2)c1
→ -12	·	-7	-1.2	-0.5	-33*	-2	-6	10
Cc1nc(SCc2ccccc2C#N)n[nH]1
→ 4	-3	-3	0.8	0.3	11	-5	-3	6
C=CCc1ccc(OCCCCNC2CCCC2)c(OC)c1
→ -11	-38	-5	-0.4	-0.4	1	-2	1	3
O=S(=O)(Nc1cccc(-c2ccc(N3CCCCCC3)nn2)c1)c1ccccc1F
→ -4&-3	?	1&2	0.5&-0.4	-0.1&-0.5	8&-5	0&-5	-2	4&4
CCc1cccc(CC)c1NC(=O)c1cccc(S(=O)(=O)N2CCN(C)CC2)c1
→ 11	1	-4	0.0	-1.9	-6	16	4	-1
CC(C)CCC(CC(C)O)C(=O)NNC(=S)Nc1ccccc1 (stereo not drawn)
→ 6	3	-7	0.0	-0.5	-6	-2	5	3
Cc1cc(C)nc(NC(=O)CSc2nn(C)c(=S)s2)n1
→ -3	-10	-10	0.7	0.1	2	-3	-6	3
COc1ccc2c(c1OC)C(=O)OC2
→ -1	-6	-5	-1.4	0.1	3	-8	22	5
Oc1ccccc1CNc1ccc2c(c1)OCCO2
→ 16	-10	6	1.1	0.2	0	0	-5	2
CC1(C)CC(=O)C/C(=N/Nc2nc3ccccc3s2)C1
→ 7	4	-3	1.2	0.0	7	-4	36*	0
CCc1nnc(NC(=O)CCn2cnc3ccccc3c2=O)s1
→ 2	-10	4	-0.8	-1.2	1	-3	-1	1
COc1ccc(/C=N/N=C(\N)c2nonc2N)cc1OC
→ -4	-10	-8	-0.3	-1.8	-5	2	-2	1
C=CCOc1ccc(C2NC(=O)c3ccccc3O2)cc1OCC (stereo not drawn)
→ -1	-5	-2	0.1	-0.3	-22	16	-3	9
CC(C)C(NC(=O)CSCc1ccc([N+](=O)[O-])cc1)C(C)C
→ 28	-14	-2	-1.5	-0.3	-5	6	-13	13
CN(CC(=O)Nc1ccc(Cl)cc1)C(=O)Cc1c(F)cccc1Cl
→ -3	11	6	-1.3	0.2	4	-7	5	2
CCOC(=O)c1ccc(NC(=O)CSCc2ccco2)cc1
→ 12	-31	-1	0.7	1.0	2	-2	-1	-2
O=[N+]([O-])c1cc(S(=O)(=O)NC2=NCCCCC2)ccc1Cl
→ -6	-11	3	-1.8	0.9	2	-2	-6	1
Cc1c(NC(=O)COC(=O)C2(c3ccc(F)cc3)CCCC2)c(=O)n(-c2ccccc2)n1C
→ 10	-5	10	0.1	0.1	-3	0	-1	2
COc1ccc(-n2c(C)cc(/C=N/Nc3nnc(C)n3N)c2C)cc1
→ 0	6	-4	-1.4	-0.9	-3	3	3	1
Nc1nc(Nc2ccccc2F)nc(NCc2ccco2)c1[N+](=O)[O-]
→ 10	3	-1	3.5	0.2	-1	19	-4	4
COc1ccc(NC(=O)c2ccc3c(c2)CCN3S(=O)(=O)c2ccccc2)cc1
→ -3&-13	-3&-2	-7&2	0.6&-0.9	0.2&-0.3	-51*!	5&3	1	4&4
CCOc1cc(/C=N/NC(=O)c2nnn(-c3nonc3N)c2C)ccc1OCc1ccc(F)cc1
→ 9	-6	-2	0.7	1.2	2	6	-7	3
CCOc1ccc(C(=O)Nc2ccc(S(=O)(=O)Nc3cc(C)on3)cc2)cc1
→ -7	-7	-10	-0.1	-0.6	-3	9	3	4
CCC(C)C(=O)Nn1c(C2CC2)nc2cc(OC)c(OC)cc2c1=O (stereo not drawn)
→ 1	1	-4	0.6	0.6	1	4	23	1
COc1ccc(NS(=O)(=O)c2cccc(NC(=O)c3ccc(Cl)nc3)c2)cc1
→ -11	-71*	-7	0.5	-0.3	-22	2	18	5
CCOC(=O)c1c(C)c(C(=O)NC2CCCCCC2)c(C)n1C
→ 20	-5	0	-0.3	-0.2	44	-1	-24	2
Cc1cccc(CSC2=NN3CCCC(=O)N=C3S2)c1
→ -4	-10	-2	-0.7	0.4	-17	-7	14	0
O=C(CCCN1C(=O)/C(=C/c2ccccc2Cl)SC1=S)NNC(=O)c1cccnc1
→ 17	1	-8	-3.8	-1.4	14	2	8	0
O=C(O)C1CCCN1S(=O)(=O)c1ccc(Cl)cc1 (stereo not drawn)
→ 2	12	4	1.5	0.4	0	-2	2	2

Fetched by structure from the entries so far:
Fields: D2 potentiator	RXFP1 antag	D1 potentiator	D2 agonist	TRHR agonist	D1 antag	TRHR enhancer	D2 antag	D1 ag
O=C(CCCN1C(=O)/C(=C/c2ccccc2Cl)SC1=S)NNC(=O)c1cccnc1
→ 17	1	-8	-3.8	-1.4	14	2	8	0
CCc1nnc(NC(=O)CCn2cnc3ccccc3c2=O)s1
→ 2	-10	4	-0.8	-1.2	1	-3	-1	1

(listing goes on)
Fields: D2 potentiator	RXFP1 antag	D1 potentiator	D2 agonist	TRHR agonist	D1 antag	TRHR enhancer	D2 antag	D1 ag
Cc1ccccc1C(=O)N1CCc2cc(-c3csc(NC(=O)CN4CCCC4)n3)ccc21
→ -32	-9	-6	8.3	0.9	4	1	3	9
CCCc1cc(C(=O)Nc2nnc(C)s2)cs1
→ -10	0	5	-0.6	-0.3	15	-10	7	1
COc1ccc(C(=O)N=c2nc3ccccn3s2)cc1
→ 14	8	2	0.3	-0.7	9	2	-5	-1
CCOc1ccccc1N(CC(=O)NC(C)(C)C)C(=O)c1ccc(CN2CCOCC2)o1
→ 0	9	5	0.4	1.1	-14	-3	3	3
CCOc1cccc(C2c3[nH]c4ccccc4c3CCN2C(=O)Cc2cccc(OCC)c2OCC)c1 (stereo not drawn)
→ 18	·	4	-0.3	-0.2	13	-4	·	5
Cc1cc(C)n2nc(C(=O)Nc3ccc4c(c3)OCO4)cc2n1
→ -6	13	2	-0.3	-0.5	7	-12	13	3
COCCOC(=O)c1c(C)n(S(=O)(=O)c2ccc(C)cc2)c2ccc(NS(=O)(=O)c3ccc(C)cc3)cc12
→ 11	-3	-3	-0.3	0.1	-12	1	·	9

In the list so far, three have a nitro group on carbon:
Fields: D2 potentiator	RXFP1 antag	D1 potentiator	D2 agonist	TRHR agonist	D1 antag	TRHR enhancer	D2 antag	D1 ag
CC(C)C(NC(=O)CSCc1ccc([N+](=O)[O-])cc1)C(C)C
→ 28	-14	-2	-1.5	-0.3	-5	6	-13	13
O=[N+]([O-])c1cc(S(=O)(=O)NC2=NCCCCC2)ccc1Cl
→ -6	-11	3	-1.8	0.9	2	-2	-6	1
Nc1nc(Nc2ccccc2F)nc(NCc2ccco2)c1[N+](=O)[O-]
→ 10	3	-1	3.5	0.2	-1	19	-4	4

High-throughput results deposited in PubChem BioAssay by National Center for Advancing Translational Sciences (NCATS).
